Bioassay records as filed in PubChem.
TNAP act hi DEA: TNAP activators at high phosphate acceptor level, primary screen, biochemical, luminescence, uHTS; activation factor at 20 µM; Alkaline phosphatase, tissue-nonspecific isozyme (Homo sapiens), P05186; 200,000 tested, under 10 active; purified TNAP, CDP-star luminescence, 1 M DEA, 30 min; hits give high values; 0 = EDTA background, 1 = DMSO-only activity; AID 1136, 2008;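 active = activation factor at least 2 at 20 µM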
Target sequence (P05186 whole entry, looked up): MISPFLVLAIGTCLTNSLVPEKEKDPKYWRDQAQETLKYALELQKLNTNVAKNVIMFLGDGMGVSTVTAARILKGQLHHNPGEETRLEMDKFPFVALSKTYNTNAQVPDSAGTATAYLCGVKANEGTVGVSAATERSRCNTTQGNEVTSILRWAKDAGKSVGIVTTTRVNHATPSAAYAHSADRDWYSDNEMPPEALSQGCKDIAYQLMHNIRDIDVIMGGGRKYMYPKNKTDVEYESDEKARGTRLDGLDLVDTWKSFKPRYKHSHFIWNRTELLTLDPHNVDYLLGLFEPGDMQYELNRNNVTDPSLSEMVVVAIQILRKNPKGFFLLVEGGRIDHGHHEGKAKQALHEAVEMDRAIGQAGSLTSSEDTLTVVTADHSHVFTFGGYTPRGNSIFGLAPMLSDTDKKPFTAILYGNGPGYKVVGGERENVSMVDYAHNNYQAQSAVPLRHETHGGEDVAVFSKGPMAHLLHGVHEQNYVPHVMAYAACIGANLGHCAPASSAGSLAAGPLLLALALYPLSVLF
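Test system – human TNAP · Doses – 20 µM single point · Incubation – 30 min, room temperature · Signal – luminescent substrate turnover signal · Read-out basis – activation factor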
TNAP inh hi DEA: human TNAP enzyme inhibitors, primary screen, biochemical, luminescent, high phosphate acceptor level, uHTS; Alkaline phosphatase, tissue-nonspecific isozyme (Homo sapiens), P05186; purified TNAP, CDP-star luminescence, 1 M DEA; inhibition, % at 20 µM; 0.03% of 200,000 active; AID 1135, 2008;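 active = over 50% inhibition of tissue-nonspecific alkaline phosphatase at 20 µM in the single-dose screen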;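 note: plate controls were DMSO wells for no effect and EDTA-quenched wells as full inhibition for full effect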
NF-kB expr up: activators of NF-kB expression in neurons, primary screen, cell-based, HTS | human neuronal cells, NF-kB reporter expression; hits give high values | fold change at 12.5 µM | 1.6% of 190,000 active; in the data active = fold change above about 3.3
bIAP act: bovine intestinal alkaline phosphatase activators, primary screen, biochemical, bovine IAP, CDP-star luminescence | alkaline phosphatase, intestinal [Bos taurus] | purified bovine IAP, 30 min; hits give high values; fold of DMSO-control signal, blank-subtracted | activation factor at 20 µM | 0.17% of 200,000 active;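 active = activation factor of 2 or more at 20 µM, a signal rise over negative controls twice the positive control's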
FLuc inh counter: firefly luciferase enzyme inhibitors, primary screen, artefact control for luciferase-based inhibitor screens, biochemical, luminescence, ATPLite; 1.5% of 200,000 active; AID 1006, 2008; 10 min; inhibition, % at 10 µM; Luciferin 4-monooxygenase (Photinus pyralis), P08659;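 active = inhibition above about 50% when tested at 10 µM, limit read from the data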
PMI act satM6P: human PMI activators, high substrate, primary screen, biochemical, fluorescence intensity, near-saturating mannose 6-phosphate | Mannose-6-phosphate isomerase (Homo sapiens), P34949 | coupled PMI enzyme assay, resazurin fluorescence, 20 min; hits give high values; 1 = untreated enzyme, 0 = substrate-free blank | activation factor at 20 µM | 0.34% of 190,000 active | AID 1216, 2008;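 active = activation factor of 2 or more at 20 µM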
Target sequence (P34949 whole entry, looked up): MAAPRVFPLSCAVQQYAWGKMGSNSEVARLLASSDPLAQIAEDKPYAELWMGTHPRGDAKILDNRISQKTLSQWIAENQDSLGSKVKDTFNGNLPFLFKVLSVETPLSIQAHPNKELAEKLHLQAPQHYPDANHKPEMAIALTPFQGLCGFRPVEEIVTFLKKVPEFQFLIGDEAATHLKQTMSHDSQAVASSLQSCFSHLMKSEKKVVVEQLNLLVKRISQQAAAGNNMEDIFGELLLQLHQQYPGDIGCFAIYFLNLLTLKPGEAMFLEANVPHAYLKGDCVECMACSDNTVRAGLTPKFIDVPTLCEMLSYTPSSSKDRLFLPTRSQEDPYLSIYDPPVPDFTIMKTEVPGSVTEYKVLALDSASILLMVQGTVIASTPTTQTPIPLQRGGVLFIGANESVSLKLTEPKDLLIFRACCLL
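Material: human phosphomannose isomerase with PGI, G6PDH, diaphorase coupling enzymes. Quantity: 15 ng/mL PMI. Medium: HEPES pH 7.4 buffer with MgCl2 and Tween-20. Reagent: Near-saturating mannose-6-phosphate, 1.0 mM. Compound: 20 µM single dose. Times: enzyme reaction with compound 20 min at room temperature. Detection: resorufin fluorescence at Ex 544/Em 590 nm.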
FLuc act counter: FLuc activators, initial screening, artefact control for FLuc-dependent activation tests, biochemical, ATPlite luminescence. Luciferin 4-monooxygenase (Photinus pyralis), P08659. ATPlite luciferase biochemical, 10 min; 0 = ATP-free wells, 1 = DMSO control. activation factor at 10 µM. 200,000 tested, under 10 active. AID 1027, 2008;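 active = luciferase activation factor, scaled between plate controls, of at least 2 with compound at 10 µM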
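Assay system: Luciferase/luciferin detection reagent, cell-free biochemical luciferase assay / Read-out: luciferase activation / Benchmarks: No-ATP low control, compound-free enzyme-plus-ATP high control / Medium: PBS buffer for ATP / Detection: luminescence measurement of luciferase light output / Schedule: 10 min at ambient temperature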
APP 5'UTR act: activators of APP 5'UTR luciferase reporter, primary screen, SH-SY5Y cells; activation, % at 2 µM; 1% of 190,000 active; SH-SY5Y APP 5'UTR luciferase reporter, luminescence; zero percent = DMSO vehicle wells; AID 1276, 2008;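 active = activation above a set limit, based on mean plus 3 SD of controls, cut at about 140% in these data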; note: values of inactives mirror those of a sister screen read the other way
PMI activator: activators of human PMI, primary screen, biochemical, fluorescence intensity, near-Km mannose 6-phosphate. activation factor at 20 µM. purified human PMI, coupled resazurin fluorescence, 20 min; hits give high values; 1 = vehicle control, 0 substrate-free wells. 0.005% of 190,000 active. Mannose-6-phosphate isomerase (Homo sapiens), P34949;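 active = activation factor of 2 or more at 20 µM, relative to plate controls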
TNAP inh no acc: human TNAP enzyme inhibitors, primary screen, biochemical, luminescent, no phosphate acceptor, uHTS | Alkaline phosphatase, tissue-nonspecific isozyme (Homo sapiens), P05186 | purified TNAP, CDP-star luminescence, 30 min | inhibition, % at 20 µM | 0.26% of 200,000 active;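 active = tissue-nonspecific alkaline phosphatase inhibition above about 50% at 20 µM in the single-dose screen, limit read from the data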;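 note: 0% = DMSO negative control and 100% = EDTA positive control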
Starred values were filed as active, the others as inactive; x = no result given.

SMILES	TNAP act hi DEA	TNAP inh hi DEA	NF-kB expr up	bIAP act	FLuc inh counter	PMI act satM6P	FLuc act counter	APP 5'UTR act	PMI activator	TNAP inh no acc
Cc1ccccc1NC(=O)CSc1nc(N2CCCCC2)nc(N2CCCCC2)n1	1.1	-6	1.1	1	-8	1	1.1	4	1	-7
C=CCn1cc(C(=O)NCC2CCCO2)c(=O)c2cc(S(=O)(=O)N3CCCCCC3)ccc21 (configuration not stated)	1	-4	0.68	1	-6	0.9	1.1	8	1	-6
O=C(O)C1CCCCC1C(=O)NCCCn1ccnc1 (configuration not stated)	1	-3	1.6	0.9	-1	1	1	9	0.9	-4
O=C(Oc1ccc(OC(=O)N2CCCCC2)cc1)c1ccccc1	1	4	1.4	1	-2	0.9	1	17	0.9	1
CC(C(=O)O)n1c(C(F)(F)F)nc2ccccc21 (configuration not stated)	1.1	-7	0.99	0.9	-6	1	1.1	-14	1	-16
CCOC(=O)/C(N=Nc1ccc(F)cc1)=C(/O)c1ccc([N+](=O)[O-])cc1	1	3	0.91	0.9	-4	1.1	1	4	1	-12
CCC1=NC(c2ccc(OC)cc2)N(O)C1(C)C (configuration not stated)	1.1	-8	0.67	0.9	-5	1.2	1.1	9	1.1	-17
COc1ccccc1NC(=O)c1nn(-c2ccccc2)ccc1=O	1	-4	0.51	0.9	3	0.9	1	-12	0.9	-14
Cc1c(C(=O)N2CCOCC2)sc(NC(=O)c2ccc3c(c2)OCO3)c1C#N	1	-2	1.1	0.8	-6	1	1.1	0	1	-8
O=S(=O)(Nc1nc2ccccc2[nH]1)c1ccccc1	1	-2	1.2	0.8	-1	0.9	1	11	0.9	3
COc1ccc(S(=O)(=O)CCC(=O)Nc2c(C)n(C)n(-c3ccccc3)c2=O)cc1	1	-4	1	1	0	0.8	1	-23	0.7	-9
CCN(CC)CCn1c2ccc(Cl)cc2c2nc(C)sc21	1	-4	1.3	1.1	-6	1.2	1.1	21	1.1	-1
O=S(=O)(Nc1ccc2ccccc2c1)c1ccccc1	1.1	-6	1.1	0.9	-9	0.9	1.1	-24	0.9	-6
CCOC(=O)c1[nH]c2ccccc2c1NC(=S)Nc1cccc(C)c1C	1	-4	1.1	0.7	-3	1.1	1	51	1.1	0
COc1ccc(C2C(C#N)=C(N)Oc3cc(C)n(Cc4ccco4)c(=O)c32)cc1 (configuration not stated)	1	1	0.74	0.9	-2	1	1	-7	0.9	1
CCC(=NCc1ccc(Cl)c(Cl)c1)c1nc(-c2ccco2)oc1O	1	-4	1.3	1	-6	0.9	1.1	0	0.9	-14
COc1nc(N=C(N)N)nc2ccc(C)cc12	1	4	1.2	1	0	0.8	1	8	0.8	-12
NC(=O)C1CCN(c2ncc(C(F)(F)F)cc2Cl)CC1	1	-4	1.1	1	-4	1.1	1	23	1.1	-7
O=C(CN(C(=O)CNS(=O)(=O)c1ccccc1)C1CCCC1)NCC1CCCO1 (configuration not stated)	1	-3	1.1	0.9	-7	1.1	1.1	-2	1	-10
OCC12COC(c3ccccc3)N1C(c1ccccc1)OC2 (configuration not stated)	1.1	-9	0.86	0.9	-11	1.1	1.1	15	1	-6
CCC(C)(C)NC(=O)C(c1ccc(F)cc1)N(Cc1ccco1)C(=O)CCC(=O)Nc1ccccn1 (configuration not stated)	1	-4	0.96	1.1	-9	1	1.1	5	1	-7
Cc1ccc(CN2CCNC(=O)C2CC(=O)NCC(F)(F)F)o1 (configuration not stated)	0.9	6	1.1	1	-3	0.9	1	3	1.1	9
CN1CCN(c2cnn(-c3ccccc3)c(=O)c2Br)CC1	1	2	1	1	3	0.9	1	15	0.9	-4
COc1c(Cl)cc(Cl)cc1CNCc1ccccc1	1	-1	1.2	1.1	-6	1	1.1	6	1	-5
CCCCC(CC)CNC(=O)Cn1c(=S)[nH]c2ncccc2c1=O (configuration not stated)	1.1	-5	1	0.9	-6	1.1	1.1	18	1.1	-8

Copied from above (13 entries):
SMILES	TNAP act hi DEA	TNAP inh hi DEA	NF-kB expr up	bIAP act	FLuc inh counter	PMI act satM6P	FLuc act counter	APP 5'UTR act	PMI activator	TNAP inh no acc
O=C(O)C1CCCCC1C(=O)NCCCn1ccnc1 (configuration not stated)	1	-3	1.6	0.9	-1	1	1	9	0.9	-4
O=C(Oc1ccc(OC(=O)N2CCCCC2)cc1)c1ccccc1	1	4	1.4	1	-2	0.9	1	17	0.9	1
CC(C(=O)O)n1c(C(F)(F)F)nc2ccccc21 (configuration not stated)	1.1	-7	0.99	0.9	-6	1	1.1	-14	1	-16
CCOC(=O)/C(N=Nc1ccc(F)cc1)=C(/O)c1ccc([N+](=O)[O-])cc1	1	3	0.91	0.9	-4	1.1	1	4	1	-12
CCC1=NC(c2ccc(OC)cc2)N(O)C1(C)C (configuration not stated)	1.1	-8	0.67	0.9	-5	1.2	1.1	9	1.1	-17
COc1ccccc1NC(=O)c1nn(-c2ccccc2)ccc1=O	1	-4	0.51	0.9	3	0.9	1	-12	0.9	-14
Cc1c(C(=O)N2CCOCC2)sc(NC(=O)c2ccc3c(c2)OCO3)c1C#N	1	-2	1.1	0.8	-6	1	1.1	0	1	-8
O=S(=O)(Nc1nc2ccccc2[nH]1)c1ccccc1	1	-2	1.2	0.8	-1	0.9	1	11	0.9	3
COc1ccc(S(=O)(=O)CCC(=O)Nc2c(C)n(C)n(-c3ccccc3)c2=O)cc1	1	-4	1	1	0	0.8	1	-23	0.7	-9
CCN(CC)CCn1c2ccc(Cl)cc2c2nc(C)sc21	1	-4	1.3	1.1	-6	1.2	1.1	21	1.1	-1
O=S(=O)(Nc1ccc2ccccc2c1)c1ccccc1	1.1	-6	1.1	0.9	-9	0.9	1.1	-24	0.9	-6
CCOC(=O)c1[nH]c2ccccc2c1NC(=S)Nc1cccc(C)c1C	1	-4	1.1	0.7	-3	1.1	1	51	1.1	0
COc1ccc(C2C(C#N)=C(N)Oc3cc(C)n(Cc4ccco4)c(=O)c32)cc1 (configuration not stated)	1	1	0.74	0.9	-2	1	1	-7	0.9	1

(listing goes on)
SMILES	TNAP act hi DEA	TNAP inh hi DEA	NF-kB expr up	bIAP act	FLuc inh counter	PMI act satM6P	FLuc act counter	APP 5'UTR act	PMI activator	TNAP inh no acc
O=C(NCCN1CCN(c2ccccc2)CC1)C1CCCN(S(=O)(=O)c2cnc[nH]2)C1 (configuration not stated)	1.1	-6	1.1	1.2	-4	1	1	6	1	-14
CCOC(=O)CSc1nc2cc(C(=O)NCC3CCCO3)ccc2c(=O)n1Cc1ccco1 (configuration not stated)	1	-4	1.1	1	-8	1.1	1.1	14	1.1	5
Cc1cccc(NC(=O)CN(C)S(=O)(=O)c2cccs2)c1	1.1	-6	1.5	0.6	-2	1	1	13	1	-14
Cc1ccc(C(=O)Nc2ccc(Oc3ccc(C(=O)O)c(C(=O)O)c3)cc2)cc1C	1	-4	1.1	1	44	1	0.6	4	0.9	-9
Cc1cc(C)c(C#N)c(SCc2[nH]nc3c2C(c2ccc(F)cc2)C(C#N)=C(N)O3)n1 (configuration not stated)	1	2	1.2	0.9	-4	0.8	1	-5	0.9	-7
OCCNCCSc1ccc(Cl)cc1	1.1	-7	1.3	1	-8	1	1.1	-6	0.9	-15
Cc1ccc(C(=O)ON=C2CCN(S(=O)(=O)c3ccccc3)CC2)cc1	1	-2	1	1	-2	1	1	2	1	-2
O=C(Cn1cccc1C(=O)c1ccccc1)NCc1ccco1	1.1	-8	1.2	0.9	-4	1	1	-3	1	-13
COc1ccc(CC(=O)OCC(=O)NCc2ccccc2Cl)cc1OC	1	3	1.1	1	-3	1	1	-22	1	-4
COC(=O)c1cc(NC(=O)c2c(Cl)cnn2C)cc(C(=O)OC)c1	1	-2	1.1	1	-2	1	1	-6	1	-8
Cc1cccc(NC(=O)c2ccc([N+](=O)[O-])cc2Cl)n1	1	-4	1.1	0.8	0	1.1	1	2	1	-16
CCN1CCN(c2cc(C)c3cc(NC(=O)c4ccncc4)ccc3n2)CC1	1.1	-5	1.1	1	-9	0.9	1.1	1	0.9	-1
Cc1nc2c(C(=O)NCc3ccc(F)cc3)c[nH]n2c(=O)c1Cl	1.1	-5	1.1	1	-1	1	1	0	0.8	-14
Cc1ccc(C(=O)CSc2nnc3c4ccccc4nc(Cc4ccccc4)n23)cc1	1	-3	0.99	1.4	-1	0.9	1	15	0.9	-3
O=C(NC1CC1)C1=C[C@H](c2csc3ccccc23)C[C@H](OCCCCO)O1	1	-5	1	1	-4	1	1	13	1	-12
Cn1nnnc1SCCNCc1cccnc1	1	2	0.95	0.9	-1	1.1	1	-5	1.1	-6
Nc1cc(C(=O)O)ccc1Sc1ccccc1C(=O)O	1	-1	1.4	0.9	0	0.9	1	6	0.7	-3
CN1C(=O)C2C=CC1C1C(=O)N(c3ccccc3)C(=O)C21 (configuration not stated)	1.1	-9	1.3	1	0	1	1	-11	1	-9
COc1ccc(N2CCN(C(=O)CN3CCN(C(c4ccccc4)c4ccccc4)CC3)CC2)cc1	1	3	1.1	1	-8	1.1	1.1	x	1	-3
COC(=O)C1CCN(c2ccc([N+](=O)[O-])cc2[N+](=O)[O-])CC1	1	2	1.2	0.8	-4	0.9	1	-4	0.9	-1
Cc1c(Cl)c(C(F)(F)F)nn1CC(=O)NN	1	-4	1.1	1	-8	1.1	1.1	-16	1.1	-13
CCN(CC)S(=O)(=O)c1ccc2c(c1)c(=O)c(C(=O)NCCOC)cn2C	1.1	-5	1.6	0.9	-6	0.9	1.1	-6	0.9	-9

The order is random; about 3.6% have a hit in one of these screens.
